Screening data (PubChem BioAssay)
HEK293 viab: cell viability loss counter-screen | HEK-293-SNCA-luc viability, GF-AFC fluorescence, 24 h | 0.12% of 150,000 active | Potency, µM (series often up to 57.1 µM), for the others: top-dose activity change, negative = cytotoxicity, actives largely listed as cytotoxic;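 note: potency is the fitted concentration of half-maximal effect; 0% = DMSO-treated cells and -100% = medium-only wells without cells; nearly all actives have a fitted effect of over 30% in size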
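HEK-293-SNCA-luc cells (1500/well) plated 24 h, then exposed 24 h to a dilution series; GF-AFC added 30 min at 37C, fluorescence 405/540 nm; normalised to medium-only and DMSO wells, Hill fit.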
Luciferase inh: inhibitors of firefly (Photinus pyralis) luciferase; 2.5% of 76,000 active; Potency, µM (series often up to 115 µM), for the others: top-dose activity change, negative = inhibition, most hits filed as inhibitors; P08659; purified P. pyralis luciferase, luminescence, biochemical; AID 1347043; note: potency is the fitted concentration of half-maximal effect; nearly all actives have a fitted effect of over 65% in size
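Purified 10nM P. pyralis luciferase with 10uM D-luciferin and 10uM ATP in 50mM Tris acetate pH 7.5, 10mM Mg acetate, 0.01% Tween-20, 0.05% BSA. qHTS titration; luminescence read by CCD imager.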
3T3 cytotox: kills NIH 3T3 cells; NIH 3T3 viability, CellTiter-Glo ATP luminescence, 48-72 h; Potency, µM (top dose mostly 96.7 µM), without a hit: top-dose activity change, negative = cytotoxicity, actives largely listed as inhibitors; 4.3% of 94,000 active; note: potency is the fitted concentration of half-maximal effect; nearly all actives have a fitted effect of over 55% in size
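First NIH 3T3 cells are plated at 400 cells/well; next compound is pinned in; then plates incubate 48 or 72 hr at 37 °C; finally CellTiter-Glo is added and luminescence read after 10 min.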
GPT2 inhibitor: GPT2 alanine aminotransferase inhibition; Recombinant GPT2, coupled pyruvate oxidase/HRP Amplex Red fluorescence; AID 1671188; 0.25% of 100,000 active; Q8TD30; Potency, µM (highest dose often 57.7 µM), without a hit: top-dose activity change, negative = inhibition, actives largely listed as inhibitors; note: potency is the fitted concentration of half-maximal effect; nearly all actives have a fitted effect of over 60% in size; many of its hits are not listed in these tables
Target sequence (Q8TD30 whole entry, looked up): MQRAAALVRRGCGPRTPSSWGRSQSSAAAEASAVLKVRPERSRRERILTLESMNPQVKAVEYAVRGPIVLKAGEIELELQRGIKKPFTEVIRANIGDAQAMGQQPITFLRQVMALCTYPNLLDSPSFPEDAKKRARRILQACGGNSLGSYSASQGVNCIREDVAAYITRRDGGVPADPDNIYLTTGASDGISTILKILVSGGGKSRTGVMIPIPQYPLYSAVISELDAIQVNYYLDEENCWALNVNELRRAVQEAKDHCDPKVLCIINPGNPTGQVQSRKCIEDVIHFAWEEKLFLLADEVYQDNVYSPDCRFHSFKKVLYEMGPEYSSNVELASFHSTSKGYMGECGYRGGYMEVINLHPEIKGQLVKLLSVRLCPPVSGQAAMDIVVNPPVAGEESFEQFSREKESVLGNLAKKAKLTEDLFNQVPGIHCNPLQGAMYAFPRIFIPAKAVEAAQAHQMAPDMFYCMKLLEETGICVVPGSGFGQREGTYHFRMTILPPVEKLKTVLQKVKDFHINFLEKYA
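Fluorescence of coupled pyruvate oxidase/HRP/Amplex Red system (50uM Amplex, 30 min, dark) reports pyruvate formed by GPT2. Enzyme reaction: 10ng/uL GPT2, 2mM L-alanine, 250uM a-KG, 30 min room temperature, pH 7.5; 50uM AOA control.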
IP6K1 inhibitor: IP6K1 kinase inhibition; 0.81% of 140,000 active; Q92551; AID 1645851; IP6K1 kinase, ADP-Glo luminescence, 2 h; hits give low values; activity change, % (series mostly up to about 58 µM); in the data active = activity change below about -25%
Target sequence (Q92551 whole entry, looked up): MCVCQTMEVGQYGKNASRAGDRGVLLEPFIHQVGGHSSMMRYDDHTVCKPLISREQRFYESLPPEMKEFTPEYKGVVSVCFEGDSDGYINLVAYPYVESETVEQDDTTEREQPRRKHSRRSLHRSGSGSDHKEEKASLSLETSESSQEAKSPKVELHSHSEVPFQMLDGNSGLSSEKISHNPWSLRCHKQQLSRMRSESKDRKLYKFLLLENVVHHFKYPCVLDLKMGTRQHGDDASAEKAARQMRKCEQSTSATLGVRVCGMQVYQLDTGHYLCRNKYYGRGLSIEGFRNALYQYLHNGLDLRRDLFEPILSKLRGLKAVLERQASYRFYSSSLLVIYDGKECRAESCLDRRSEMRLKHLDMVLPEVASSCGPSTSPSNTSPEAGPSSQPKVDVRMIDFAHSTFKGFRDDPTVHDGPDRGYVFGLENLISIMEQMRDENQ
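ADP-Glo luminescence measures ADP made by human IP6K1 during a 2 h RT reaction with ATP/IP6 (mix at 1.3 mM/130 uM); top library doses 57.5 and 19.1 uM final.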
SNCA expr inh: SNCA gene expression inhibition; HEK-293 SNCA-luciferase knock-in, luminescence, 24 h; Potency, µM (doses to about 57.2 µM), for inactives: at the highest dose activity change, negative = inhibition, usual class: inhibitors; 0.17% of 140,000 active; AID 1671194;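 note: potency is the fitted concentration of half-maximal effect; plate controls were DMSO cells for no effect and cell-free wells for full effect; nearly all actives have a fitted effect of over 45% in size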
HEK cytotox: cytotoxic compounds in HEK 293 cells. HEK 293 viability, ATP luminescence (CellTiter-Glo), 48-72 h. Potency, µM (titrated, usually from 115 µM), without a hit: at the highest dose activity change, negative = cytotoxicity, most hits filed as inhibitors. 6.6% of 94,000 active. AID 1345083; note: potency is the fitted concentration of half-maximal effect; nearly all actives have a fitted effect of over 60% in size
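Luminescence from cellular ATP, measured with CellTiter-Glo, indicates HEK 293 viability. Cells plated at 250 cells/well are treated with compound for 48 or 72 hr at 37 degree Celsius before reagent addition.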
Active calls of the source: *; i = inactive; ? = inconclusive; · = no result given; & = joins results of further samples; [ ] = another dose, or the depositor's remark. Unless noted, calls come from the whole dose curve; as a rule, active = well fitted curve in the direction sought with a large enough effect; inconclusive = small, poorly fitted or top-dose-only effect, or another doubt; inactive = no such curve, though single readings can be large; an effect the other way counts as inactive or inconclusive. Unless noted, % is set by controls: 0 for no effect and ±100 for the full control effect. A portion of the library; the hit share may differ from the screen's.

| smiles | HEK293 viab | Luciferase inh | 3T3 cytotox | GPT2 inhibitor | IP6K1 inhibitor | SNCA expr inh | HEK cytotox |
| --- | --- | --- | --- | --- | --- | --- | --- |
| COCCN1CCC2(CCC1=O)CCN(C(=O)Nc1ccc(C)cc1C)CC2 | 2% | 15% | 4% | 4% | 10 | 3% | 3% |
| Cc1nc2cc(C(=O)NCCC3=CCCCC3)ccc2n1-c1ccc(Br)cc1 | -10% | · | · | · | 7 | ? | · |
| COc1ccc(CNC(=O)C(C)C2CCOCC2)cc1 (stereo not drawn) | 10%[12.5 µM] | -11% | 0% | i | 17 | 4% | 25% |
| Cc1ccc(C)c(N2CCN(C(=O)CCCn3ncn4c(cc5occc54)c3=O)CC2)c1 | -8% | · | · | · | -6 | -22% | · |
| CCn1nccc1C(=O)N1CCCn2cc(-c3ccccc3)nc21 | 4% | -10% | i | -13% | -1 | 53%[activator] | ? |
| CO[C@H]1C(=O)N(C2CCN(C(=O)c3ccnn3C)CC2)[C@H]1c1ccncc1 | -1% | 9% | -6% | i | 24 | -13% | -9% |
| COC(=O)[C@@H]1Cc2ncn(Cc3ccc(OC)cc3)c2CN1Cc1cccc(C#N)c1 | -28%[87.6 µM] | 1%[172 µM] | ? | 2%[88.5 µM] | 10 | 8%[87.6 µM] | ? |
| COc1ccccc1C(O)c1nc(Nc2ccc(C(C)C)cc2)n[nH]1 (stereo not drawn) | -8%[87.6 µM] | 10%[172 µM] | ? | -24%[88.5 µM] | -7 | ? | 100µM* |
| CCC(Sc1ncc(S(=O)(=O)c2ccc(C)cc2)c(=O)[nH]1)C(=O)Nc1cc(C)ccc1C (stereo not drawn) | 0% | · | · | · | 1 | ? | · |
| COc1ccccc1C1CC(=O)NC(C)=C1C(=O)OC1CCCCCC1 (stereo not drawn) | 4% | · | · | · | 20 | -1% | · |
| COCC(=O)N1CCCC1C(=O)N1CCC(N2CCOCC2=O)CC1 (stereo not drawn) | ? | · | -16% | ? | 14 | 22% | -5% |
| CC(=O)Nc1nonc1-c1nnc(SCc2cccc(Br)c2)n1C | 10% | · | · | · | 12 | -5% | · |
| CCc1nc2c(c(-c3ccc(O)cc3)n1)CN(C(=O)c1ccc(F)cc1)CC2 | 5% | · | -16% | ? | 16 | -12% | -1% |
| COc1ncccc1CNC[C@H]1O[C@@H]2C[C@@H](CC(=O)NC(C)C)O[C@@H]2[C@@H]1O | -1%[87.6 µM] | -1%[172 µM] | -1%[174 µM] | 1%[88.5 µM] | 11 | 14%[87.6 µM] | -1%[172 µM] |
| O=C(C1CCC1)N1CCN(Cc2ccccc2)CC(O)C1 (stereo not drawn) | -18% | 2% | 4% | 3% | -4 | -1% | 3% |
| Cc1ccc(S(=O)(=O)N2CCC(n3cnnc3-c3ccccc3)CC2)cc1C | 0% | 4% | ? | i | -6 | -18% | ? |
| CC(C)CCNC(=O)CN1C(=O)NC2(CCCCC2)C1=O | 9% | -6% | -7% | 1% | 5 | 13% | 2% |
| COCC(=O)N1CCN(C(C)=O)C[C@@H]1C(=O)N[C@H](C)C(=O)OC | 3%[87.6 µM] | 8%[172 µM] | 4%[174 µM] | 1%[88.5 µM] | -8 | -8%[87.6 µM] | 0%[172 µM] |
| CCCN(CC1CCOC1)C(=O)Nc1ccccc1C (stereo not drawn) | 2% | -11% | -4% | -14% | 2 | 24% | 0% |
| CC1(c2ccccc2)N(Cc2cccnc2)C(=O)OC12CCN(Cc1ccccc1O)CC2 (stereo not drawn) | -12% | 10% | -24% | -9% | -7 | -5% | ? |

Next part (3 carried over from the part before).
| smiles | HEK293 viab | Luciferase inh | 3T3 cytotox | GPT2 inhibitor | IP6K1 inhibitor | SNCA expr inh | HEK cytotox |
| --- | --- | --- | --- | --- | --- | --- | --- |
| COCC(=O)N1CCN(C(C)=O)C[C@@H]1C(=O)N[C@H](C)C(=O)OC | 3%[87.6 µM] | 8%[172 µM] | 4%[174 µM] | 1%[88.5 µM] | -8 | -8%[87.6 µM] | 0%[172 µM] |
| CCCN(CC1CCOC1)C(=O)Nc1ccccc1C (stereo not drawn) | 2% | -11% | -4% | -14% | 2 | 24% | 0% |
| CC1(c2ccccc2)N(Cc2cccnc2)C(=O)OC12CCN(Cc1ccccc1O)CC2 (stereo not drawn) | -12% | 10% | -24% | -9% | -7 | -5% | ? |
| O=C(COc1ccc(Cl)cc1)Nc1nnc(S(=O)(=O)N2CCCCCC2)s1 | 7% | · | · | · | -3 | 0% | · |
| Cn1cc(CC(=O)N2CCCc3ncc(C(=O)NCCc4ccccn4)cc32)c2ccccc21 | -22% | -12% | ? | 4% | 6 | 3% | ? |
| COc1cccc(CNC(=O)CCC(=O)N2CC(C)Sc3ccccc32)c1 (stereo not drawn) | -22% | · | · | · | 7 | 3% | · |
| CCCCN(C)S(=O)(=O)c1ccc(C(=O)Nc2sc3c(c2C(=O)OCC)CCN(C(C)C)C3)cc1 | -3% | · | · | · | 23 | -28% | · |
| O=C(C1CCc2ncc(-c3ccsc3)n2C1)N1CCN(c2ccccn2)CC1 (stereo not drawn) | 6% | -1% | -16% | i | 13 | ? | -8% |
| O=C(c1ncn[nH]1)N1CCc2ccc(S(=O)(=O)NCC3CCCO3)cc2C1 (stereo not drawn) | 2% | 2% | -25% | -3% | 9 | -8% | -14% |
| COc1ccc(-c2nc(C)nc3c2CCN(C(=O)c2ccccn2)CC3)cc1 | -4% | 3% | -4% | i | 2 | -18% | 2% |
| CC[C@@H](C)[C@H](NC(=O)[C@H](CC1CCCCC1)NC(=O)c1ccno1)C(=O)N1CCC2(CCc3ccccc32)CC1 | -16%&-2% | · | · | -19% | 2 | 14% | · |
| Cc1nc(-c2ccc(C)c(N3CCN(C(=O)Nc4ccc(Br)cc4)CC3)c2)no1 | 2% | · | · | · | -9 | -6% | · |
| O=C(NCc1ccncc1)C1CN(Cc2ccc(Br)cc2)CC12CCOCC2 (stereo not drawn) | -13% | 1% | i | i | 17 | -6% | -2% |
| CNC(=O)c1c(-c2cnn(C)c2NCCc2ccccc2)noc1C | -4%[87.6 µM] | -5%[172 µM] | -13%[138 µM] | i | 7 | -17%[87.6 µM] | ? |
| CC(=O)c1ccc(N2CCN(C(=O)C3CCN(S(=O)(=O)c4ccc(Br)s4)CC3)CC2)cc1 | 9% | · | · | · | 26 | -1% | · |
| Cc1cccc(NC(=O)NCC2Cn3cccc3C(=O)N2C)c1 (stereo not drawn) | 0% | 0% | 4% | 1% | 0 | 4% | 5% |
| O=C1NCCCCCCN(C(=O)Nc2ccc(F)cc2)[C@H]2CCC[C@@H]12 | -1% | 5% | 2% | -9% | -7 | -9% | 3% |
| CCC(=O)N1CCc2c(C(=O)NCc3ccc(OC)cc3)cccc21 | ? | 3% | -16% | -3% | -10 | 3% | -17% |
| O=C(CSc1nc2c(cnn2-c2ccc(F)cc2)c(=O)[nH]1)Nc1ccc(Br)cc1 | -2% | · | · | · | -28* | 4% | · |
| COc1cc(NC(=O)CC2CCCN(c3cnn(C)c(=O)c3)C2)cc(OC)c1 (stereo not drawn) | 0% | -6% | -13% | i | 25 | 28% | -20% |
| O=C(c1ccc(F)c(F)c1)N1CCCC(c2noc(COc3ccccc3F)n2)C1 (stereo not drawn) | -11% | 12% | ? | i | 0 | 12% | ? |
| CC(C)NC(=O)C1CCC(Cn2c(=O)c3sccc3n(Cc3ccc(F)cc3)c2=O)CC1 (stereo not drawn) | -3% | · | · | · | -10 | -17% | · |
| COCC[C@]1(O)CCN(C(=O)c2ccc(OCC(N)=O)cc2)C[C@H]1C | 0% | -7% | i | -12% | 21 | 8% | i |
| Cc1ccc(-c2[nH]c3c(c2-c2c(-n4cccc4)n(C)c(=O)[nH]c2=O)c(=O)[nH]c(=O)n3C)cc1 | 3% | · | · | · | -22 | 3% | · |
| O=C(c1ccccc1)c1ccc2nc(Nc3ccccc3Cl)c3nncn3c2c1 | 0% | · | · | · | 5 | 27% | · |
| CC(C)Oc1cc(Nc2nc(N[C@@H](C)c3ccc(F)cn3)ncc2Cl)[nH]n1 | -11% | · | · | -3% | · | -26% | · |
| CCc1ccc(CNC(=O)CCN2C(=O)COc3ccccc32)cc1 | -2% | · | · | · | 19 | 56%[activator] | · |
| O=[S+]([O-])(c1ccccc1)N1CCN(Cc2ccccc2-c2ccccc2F)CC1 | 9%[12.5 µM] | · | ? | i | 19 | 0% | 22µM* |
| COc1ccc(CCNC(=O)NCc2noc3ccc(C)cc23)c(OC)c1 | 7% | · | · | · | -9 | 7% | · |
| Cc1ccc(NC(=O)Cn2c(=O)n(Cc3ccco3)c(=O)c3ccccc32)c(C)c1 | -2% | · | · | · | 8 | 2% | · |
| C[C@@H]1O[C@@H](O[C@H]2[C@H](O)[C@@H](O)[C@H](OC[C@H]3O[C@@H](OC(=O)[C@]45CCC(C)(C)C[C@H]4C4=CCC6[C@@]7(C)C[C@@H](O)[C@H](O)[C@@](C)(CO)C7[C@H](O)C[C@@]6(C)[C@]4(C)CC5)[C@H](O)[C@@H](O)[C@@H]3O)O[C@@H]2CO)[C@H](O)[C@H](O)[C@H]1O (stereo partly drawn) | -35%[12.5 µM] | · | · | -4%[17.1 µM] | 11 | · | · |
| CCc1noc(-c2cn(C3CCN(C(=O)c4cccc5[nH]ccc45)CC3)nn2)n1 | 5% | -2% | -24% | i | 44 | 21% | ? |
| O=C(CCc1cc2n(n1)CCCN(Cc1ccccc1)C2)N1CCOCC1 | -2% | -1% | i | -1% | 16 | 4% | i |
| Cc1nc(-c2c3n(c(=O)n(CC(=O)Nc4ccccc4C)c2=O)CCCCC3)no1 | -8% | 5% | -8% | 0% | 47 | -9% | 3% |
| COc1ccc(CCC(=O)NCc2ccc3c(c2)CCN3C(=O)c2ccccc2)cc1 | 3% | · | · | · | -4 | -9% | · |
| COc1ccc(OC)c(NC(=O)c2cc(-c3ccc(Cl)s3)nc3ccccc23)c1 | -4% | · | · | · | -3 | -5% | · |
| CN1CCc2nc(C(=O)N[C@@H]3C[C@@H](C(=O)N(C)C)CC[C@@H]3NC(=O)C(=O)Nc3ccc(Cl)cn3)sc2C1 | -2% | · | · | 3% | -8 | · | · |
| CC1=C[C@@H](CN2CCN(CCO)CC2)[C@H](C(C)C)C[C@H]1Cc1nnc(-c2ccncc2)o1 | -18% | -3% | ? | ? | -2 | -20% | 45µM* |
| CCC(=O)Oc1ccc(C2Nc3ccccc3-c3nnc(SC)nc3O2)cc1 (stereo not drawn) | 15% | · | · | · | 1 | -6% | · |
| CCNC(=O)CCc1c(C)nn(-c2ccccc2)c1Oc1ccccc1F | 6% | 5% | -19% | i | -4 | 2% | ? |
| O=C(NC1CCCCCC1)c1ccc2nc(-c3cccnc3Cl)oc2c1 | 0%[87.6 µM] | · | -10%[138 µM] | ? | 2 | 22%[87.6 µM] | i |
| CCOc1ccc(CCNC(=O)CCCc2cc(-c3ccc(OCC)cc3)on2)cc1 | -2% | · | · | · | 6 | -25% | · |
| C=C1C(=O)OC2/C=C(\C)CC3C=C(CC/C=C(\C)CCC12)C(=O)O3 (stereo not drawn) | -36% | · | · | i | -3 | · | · |
